GPR55 beta-arrestin – selective activators of receptor GPR55 – imaging, U2OS cells, beta-arrestin-GFP redistribution, primary screen (AID 1961) | U2OS GPR55 beta-arrestin-GFP redistribution imaging; higher % means a stronger effect | activation, % at 10 µM; hits with a dose series show EC50 in µM | hit rate 0.048% among 290,000;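 active = activation above 40% with more than 50 cells counted in the well; inconclusive = wells holding fewer than 50 cells, flagged as toxic or sparse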;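 also: U2OS osteosarcoma cells stably expressing GPR55 and beta-arrestin-GFP; plate controls were DMSO negative control for no effect and LPI positive control for full effect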
NOD1 inhibition – NOD1 signaling inhibitors, primary screen, cell-based, luminescence, uHTS (AID 1578); inhibition, % at 4 µM, or EC50 in µM where a hit was titrated; hit rate 1% among 290,000; NOD1-driven NF-kB luciferase reporter cells, luminescence; higher % means a stronger effect; in the data active = inhibition mostly above about 36%, no sharp cut-off; inactive = mostly below about 34%;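 also: HEK-293T reporter cells stimulated with the NOD1 agonist gamma-tri-DAP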
KOR beta-arrestin-1 – kappa opioid receptor blockers – cell-based, luminescence, uHTS (AID 1778). inhibition, % at 10 µM; hits with a dose series show IC50 in µM. hit rate 0.091% among 290,000. KOR beta-arrestin recruitment, luminescence, antagonist mode; higher % means a stronger effect; also: strong numbers were not always called active
TNAP activation fold – human TNAP enzyme activators, primary screen, biochemical, luminescent, no phosphate acceptor, uHTS (AID 1001); activation fold at 20 µM; hits with a dose series show EC50 in µM; purified TNAP, luminescent activation assay, no phosphate acceptor; higher activation fold means a stronger effect; hit rate 0.03% among 200,000; in the data active = activation fold from about 3, or a potency from the dose series; inactive = the rest, 99 in 100 with activation fold below about 1.6; also: many of its hits are not listed in these tables
NTR1 agonist – NTR1-driven beta-arrestin-GFP spot formation – imaging, U2OS cells, high content, primary screen (AID 493036); P30989; agonist mode; activation, % at 20 µM; hit rate 0.17% among 330,000;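 active = activation at or above 40% of the spot to cytoplasm intensity ratio, with at least 20 cells analyzed; inconclusive = wells under 20 cells, flagged as cytotoxic or low count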;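 also: 0% = DMSO without peptide and 100% = 100 nM NTR1 peptide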
Target sequence (P30989 whole entry, looked up): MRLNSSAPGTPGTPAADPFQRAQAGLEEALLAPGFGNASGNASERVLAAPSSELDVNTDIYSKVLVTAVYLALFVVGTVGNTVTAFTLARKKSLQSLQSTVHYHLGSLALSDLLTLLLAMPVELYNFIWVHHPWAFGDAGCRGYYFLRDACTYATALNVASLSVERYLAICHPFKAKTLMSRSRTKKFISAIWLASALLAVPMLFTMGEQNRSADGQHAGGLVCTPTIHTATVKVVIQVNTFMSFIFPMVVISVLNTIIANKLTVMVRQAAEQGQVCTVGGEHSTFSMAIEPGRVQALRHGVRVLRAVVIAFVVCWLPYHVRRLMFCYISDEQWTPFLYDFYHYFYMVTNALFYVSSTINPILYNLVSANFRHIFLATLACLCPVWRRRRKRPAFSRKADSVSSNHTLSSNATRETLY
KOR beta-arrestin-2 – KOR agonists, beta-arrestin recruitment, primary screen, cell-based, luminescence, uHTS (AID 1777) | KOR beta-arrestin recruitment, luminescence; higher % means a stronger effect | activation, % at 10 µM, or EC50 in µM where a hit was titrated | hit rate 0.02% among 280,000; in the data active = activation above about 50%, passing the limit was not always enough; also: a part of the inactive calls stands beside numbers as strong as those of hits
HEK293 NOD2/NF-kB – inhibition of NOD2-driven NF-kB reporter – cell-based, luminescence, uHTS, HEK293 (AID 1566) | hit rate 0.63% among 290,000 | HEK293 NOD2/NF-kB luciferase reporter, luminescence; higher % means a stronger effect | inhibition, % at 4 µM, or EC50 in µM where a hit was titrated; also: many of its hits are not listed in these tables
Yfh1-off respiration – enhancers of respiration in Yfh1-depleted yeast, dose response, Friedreich's ataxia, plus single-dose screen (AID 1465); one-dose fold induction at 50 µM; EC50 in µM for titrated hits; S. cerevisiae Yfh1-off respiration, WST-1 reduction, 72 h; higher fold induction means a stronger effect; hit rate 0.074% among 220,000;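 active = fold induction of absorbance versus untreated yeast above a set limit, then at least 30% activation at any dose in follow-up; inconclusive = repeats straddling the limit, or above it without dose testing; inactive = fold induction below the set limit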;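 also: activators that raise dye reduction in frataxin-depleted yeast; strong numbers were not always called active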
CSM14.1 death rescue – protection against thapsigargin-triggered cell killing – 384-well, CSM14.1, ATP luminescence, primary screen (AID 1222); 190,000 tested, under 10 active; CSM14.1 thapsigargin-induced death rescue, ATP luminescence; higher % means a stronger effect; cellular ATP content (survival), % at 20 µM, or EC50 in µM where a hit was titrated;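 active = EC50 below 50 µM in the dose-response confirmation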;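 also: death triggered by thapsigargin at about 15 µM added after 2 h compound pretreatment; cell ATP read after overnight thapsigargin exposure of roughly 18 to 22 hours; normalized against plate controls of thapsigargin alone and 5% DMSO vehicle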
NTR1 agonist cell count 20 µM – further read-out of NTR1 agonist, marked with its call; cell count; measured here: cell count, cytotoxicity flag
Starred values were filed as active, the others as inactive; i = inactive; ? = inconclusive; . = not tested or not shown; [ ] = dose if it differs, or a comment. Rule as the data show it, unless noted: active = inhibition above about 50%; inactive = the rest.

SMILES	GPR55 beta-arrestin	NOD1 inhibition	KOR beta-arrestin-1	TNAP activation fold	NTR1 agonist	NTR1 agonist cell count 20 µM	KOR beta-arrestin-2	HEK293 NOD2/NF-kB	Yfh1-off respiration	CSM14.1 death rescue
O=C(COc1ccccc1)N(Cc1ccccc1)c1nc(-c2ccccc2)cs1	0.0%	-82.9%	-11.9%	1.1	1.8	80	1.2%	-15.7%	i	-0.4%
CC(C)(C)NC(=O)C(c1ccco1)N(Cc1ccc2c(c1)OCO2)C(=O)c1snc(C(N)=O)c1N (stereo not drawn)	-0.2%	-12.6%	9.7%	.	1.4	47	-1.0%	2.2%	.	.
COc1ccccc1CNC(=O)C(=O)NCC1OCCN1S(=O)(=O)c1ccccc1 (stereo not drawn)	0.0%	-27.7%	1.3%	.	-0.1	65	9.6%	-0.6%	.	.
COc1ccccc1NS(=O)(=O)c1ccc(O)c(C(=O)OCC(=O)N2c3ccccc3CC2C)c1 (stereo not drawn)	-0.2%	-8.3%	-15.9%	1	4.3	76	2.0%	-35.2%	i	1.3%
CCOC(=O)c1[nH]c(C)c(C(=O)OCC(=O)N2CC(=O)Nc3ccccc32)c1C	-0.2%	-26.8%	-13.5%	1.1	-0.8	75	2.0%	12.2%	i	5.1%
CCN(C(=O)CN1C(=O)S/C(=C\C=C\c2ccccc2)C1=O)C1CCS(=O)(=O)C1 (stereo not drawn)	0.3%	3.8%	-17.5%	.	-1.0	60	0.3%	-10.0%	.	.
CCn1c(CSc2ncccn2)nnc1SCC(=O)N1CCc2ccccc21	0.3%	18.1%	9.7%	1	0.7	55	-1.8%	19.2%	.	-3.1%
CCC1(C(=O)c2ccc(Cl)cc2)C2c3ccccc3OC(=O)C21C(=O)Nc1ccccc1 (stereo not drawn)	-0.5%	-17.1%	20.5%	1	3.4	43	3.1%	0.5%	i	3.2%
O=C(Nc1ccc(N2CCOCC2)cc1)C1CCN(S(=O)(=O)Cc2ccccc2)CC1	-0.1%	-3.7%	31.4%	1.1	-2.9	93	-1.8%	7.5%	i	-2.1%
Cc1cccc(C)c1NC(=O)CS(=O)CC(=O)Nc1ccc(F)cc1F (stereo not drawn)	-0.2%	10.2%	10.5%	1.1	0.2	83	2.3%	-5.9%	i	-0.9%
COc1ccc(O)c(-c2c(-c3ccc(Cl)cc3)n[nH]c2C)c1	0.4%	21.4%	-4.8%	0.9	-6.5	96	-5.1%	13.1%	i	-1.0%
Cc1ccc(SCC(=O)Nc2cc(C)on2)cc1	1.1%	-14.1%	4.9%	1.2	-0.8	86	-0.6%	-5.0%	i	-0.3%
O=C(N/C(=C\c1ccccc1Cl)C(=O)N1CCOCC1)c1ccc([N+](=O)[O-])cc1	-0.3%	-16.5%	14.2%	1	0.9	41	-4.6%	6.8%	i	-1.2%
CN(C)c1cc[nH]c(=O)c1C#N	-0.1%	-11.7%	-14.5%	1.1	0.0	65	2.1%	-0.8%	i	-1.2%
CCC(C)c1ccccc1N1CC(C(=O)Nc2cccc(S(=O)(=O)N3CCOCC3)c2)CC1=O (stereo not drawn)	0.3%	-18.3%	-9.6%	.	0.9	68	-1.6%	4.5%	.	.
O=C(NC(=S)N1CCOCC1)c1ccc([N+](=O)[O-])cc1	0.3%	-8.8%	1.3%	1.5	-0.2	74	0.6%	5.9%	i	-3.8%
N#CCSc1nnc(-c2ccc3c(c2)OCO3)o1	0.0%	-37.8%	-6.5%	1.1	0.9	72	-1.7%	-35.8%	i	-0.1%
Cc1ccc(-c2cc[n+](Cc3ccccc3)cc2)cc1	0.1%	-10.6%	19.5%[20 µM]	1.1	0.9	71	-2.1%	30.1%	i	1.1%
Cc1ccc(S(=O)(=O)c2nc(C)c3c(n2)CCC3)cc1	-0.2%	-13.4%	-37.6%	1	-1.6	51	-0.1%	-5.8%	i	-1.1%
CC1(C)CC(=O)c2c(O)cc(OCC(=O)Nc3ccc(CCO)cc3)cc2O1	0.4%	10.2%	-47.8%[20 µM]	.	-2.3	92	0.0%	33.8%	.	.
O=C1N(Nc2ccccc2)C(c2ccc(Br)cc2)C12CCCCC2 (stereo not drawn)	-0.1%	16.3%	8.2%	1.2	6.6	79	2.3%	9.5%	i	2.6%
Cc1ccc(NC(=O)c2ccc3c(c2)CCN3S(C)(=O)=O)cc1C	-0.1%	-49.1%	-24.0%[20 µM]	.	-1.0	52	-5.4%	-20.2%	.	.
CCOc1ncnc2c1oc1nc(CC(C)C)c3c(c12)CC(C)(C)OC3	-0.2%	17.4%	-18.2%	1	12.8	45	4.2%	5.7%	i	-1.0%
CCCC(=O)N1CCN(c2ccc(NC(=O)C(C)(C)C)cc2Cl)CC1	0.5%	-15.8%	-6.1%	1	4.5	61	0.0%	16.0%	i	-0.2%
O=c1sc2ccccc2n1COc1ccccc1	-0.3%	-12.1%	9.4%	1.1	.	.	-6.5%	11.9%	.	-0.4%
NC(=S)Cc1nc(-c2ccccc2)cs1	-0.8%	-5.7%	-73.7%	1.3	5.2	50	6.8%	6.7%	?	-1.3%
CN(Cc1ccon1)C(=O)CC1C(=O)NCCN1Cc1ccc(F)c(F)c1 (stereo not drawn)	-0.1%	20.9%	-29.7%	.	0.3	55	2.4%	10.4%	.	.
Nn1cnnc1N/N=C/c1ccc(Cl)c([N+](=O)[O-])c1	-0.6%	-51.9%	-15.0%	1	1.5	36	-7.7%	-0.6%	i	1.0%
COc1ccc(OC)c(C2(O)CSC(=Nc3cccnc3)N2Cc2ccco2)c1 (stereo not drawn)	0.1%	-9.0%	-4.8%	1.1	4.2	38	-0.9%	18.7%	i	-0.8%
COc1ccc(N(CC(=O)NCCSC2CCCCC2)S(=O)(=O)c2ccc(C)cc2)cc1	0.0%	8.1%	-6.6%	.	2.4	64	3.3%	-18.9%	.	.
Cn1c(COc2ccc([N+](=O)[O-])cc2)nnc1SCC(N)=O	-0.2%	-40.7%	-34.2%	1.1	0.6	53	0.2%	7.0%	i	-1.1%
O=c1oc(-c2ccccc2)nc2c1cnn2-c1ccccc1	-0.1%	-15.3%	-7.3%	1.1	13.8	60	4.5%	6.4%	i	-3.1%
COc1ccc(/C=C2\Sc3ccc(C(=O)NCCCN4CCCC4)cc3N(C)C2=O)cc1OC	-0.2%	-8.6%	-62.7%	.	3.7	43	5.6%	18.0%	.	.
CCOc1ccc2[nH]c(C)cc(=O)c2c1	0.6%	-18.1%	16.8%	1	3.8	56	-0.4%	-0.9%	i	.
CC(C)NC(=O)c1ccccc1NC(=O)CN(c1ccc2c(c1)OCO2)S(C)(=O)=O	-0.1%	-15.5%	40.5%	1.2	2.0	63	-4.1%	4.0%	i	-1.2%
COc1cc2c(cc1OC)C(C(=O)Nc1ccc3c(c1)OCCO3)C1c3ccccc3CCN1C2=O (stereo not drawn)	-0.1%	-1.2%	-17.6%	2.2	2.5	56	2.0%	-10.9%	i	0.8%
Cc1nn(-c2ccccc2)c(C)c1/C=N/NC(=O)c1cc(C(C)(C)C)[nH]n1	-0.3%	-19.4%	-62.2%	1.1	1.5	58	-3.2%	-4.3%	i	-0.4%
CCc1nnc(NC(=O)CSc2nnc(-c3ccc(O)cc3)n2C)s1	0.1%	-16.0%	4.0%	1	0.4	44	-1.4%	21.3%	i	9.7%
COc1ccccc1-c1cc2nc(C)c(CCC(=O)NC(C)CCc3ccco3)c(C)n2n1 (stereo not drawn)	-0.1%	3.7%	-12.9%	1.1	3.3	54	-5.8%	0.0%	i	4.6%
O=C(CCN1C(=O)c2cccc([N+](=O)[O-])c2C1=O)Nc1nccs1	-0.2%	-40.9%	-30.0%	1.2	-0.5	66	-0.6%	0.3%	i	-1.3%
Cc1nc(N2CCN(c3ccccc3)CC2)[nH]c(=O)c1CCC(C)C	0.2%	-25.2%	-6.7%	1	1.0	37	4.1%	-10.6%	i	-0.9%
CC(=O)Nc1ccc(Nc2nnc(-c3ccc(C)c(S(=O)(=O)NCC4CCCO4)c3)c3ccccc23)cc1 (stereo not drawn)	-0.1%	-15.5%	13.6%	.	2.5	65	-5.2%	-10.0%	i	.
Cc1ccc(C)c(NS(=O)(=O)c2cc3c4c(c2)CC(=O)N4CCC3)c1	0.3%	-23.4%	-9.0%	.	0.6	61	-3.2%	-4.8%	.	.
O=C(N/N=C/c1ccsc1)c1cc2ccccc2o1	-0.2%	-27.7%	-28.6%	.	0.9	36	-2.0%	-10.5%	.	.
COc1ccccc1N1CCN(C(=O)c2ccc(Cl)c(S(=O)(=O)N3CCOCC3)c2)CC1	0.0%	-33.0%	-2.7%	.	-0.3	72	5.8%	-10.5%	.	.
O=C(O)C1(c2cccc(Cl)c2)CCC1	-0.2%	-1.7%	21.1%	1.1	-3.0	44	-4.3%	7.6%	i	-3.3%
CCOc1ccccc1/C=N/Nc1nc2ccccc2o1	-0.2%	-6.7%	27.1%	.	0.2	56	-1.2%	0.5%	.	.
Cc1cc(C)n(CCNS(=O)(=O)c2ccccc2)n1	-0.4%	-19.7%	4.2%	.	0.6	48	1.7%	-4.0%	.	.
O=C(Nc1ccc(Br)cc1F)c1ccc2c(c1)OCCO2	0.3%	-20.9%	-9.1%	.	-0.3	67	-2.6%	-150.9%	.	.
Cc1nn(C)cc1NC(=O)Cn1nc(C(F)(F)F)cc1C1CC1	0.5%	-15.1%	23.0%	1	-0.9	30	-4.6%	8.9%	i	-0.6%
COc1ccccc1NC(=O)Nc1nn(C)c2cccc(N(C)C)c12	-0.1%	-0.3%	12.2%	.	12.7	52	3.2%	7.9%	i	.
Cc1ccc(CSCCNC(=O)c2ccc(N(C)S(=O)(=O)c3ccccc3)cc2)cc1	-0.3%	30.6%	28.7%	1.2	0.3	59	-1.6%	11.1%	i	-0.9%
COc1ccccc1C(=O)COC(=O)CNS(=O)(=O)c1ccc(NC(C)=O)cc1	-0.1%	-21.1%	-13.9%	.	0.3	56	6.8%	9.8%	.	.
COc1ccccc1NC(=O)Cn1nnc(-c2ccccc2NC(=O)c2cc3ccccc3oc2=O)n1	-0.1%	6.4%	-53.5%	1	1.3	50	4.6%	-122.7%	i	0.2%
CC(=O)c1ccc(OCCCC(=O)Nc2cccc(-c3nn[nH]n3)c2)cc1	0.2%	-20.5%	-62.6%	.	2.0	55	8.0%	20.3%	.	.
O=C1c2ccccc2OCOc2ccccc21	-0.2%	6.0%	-4.8%	1.1	0.4	51	-1.2%	0.2%	i	-1.2%
CCC(C)c1ccc2oc(-c3ccc(NC(=O)c4ncn[nH]4)cc3)nc2c1 (stereo not drawn)	-0.1%	-14.5%	-30.0%	1.2	6.0	59	2.1%	-27.3%	i	0.8%

Bioassay records (PubChem BioAssay)

Some of the compounds tested, so the mix of outcomes need not match the whole.
